TRHR agonist – agonists of human TRH receptor | P34981 | TRHR cells, calcium flux fluo-8, FDSS agonist mode | activation, % at 2 µM | 360,000 tested, 0.18% active | AID 493084; in the data active = activation above about 30%; also: 0% is about no effect
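Fluo-8-loaded TRHR cells; 10 s baseline, compound added, kinetic Ca2+ fluorescence read 1/s, agonist mode.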
Anesthetic bind – candidate novel general anesthetic via apoferritin binding. P02791. apoferritin/1-aminoanthracene competitive binding, fluorescence. Potency, µM (titrated, usually from 77.5 µM), without a hit: at the highest dose activity change, negative = displacement, usual class: inhibitors. 350,000 tested, 0.074% active. AID 485281; also: potency is read from the fitted curve at half-maximal effect; % is scaled to controls: 0 for no effect and ±100 for the full control effect; nearly all actives have a fitted effect of over 20% in size
Target sequence (P02791 2-175 limits assumed): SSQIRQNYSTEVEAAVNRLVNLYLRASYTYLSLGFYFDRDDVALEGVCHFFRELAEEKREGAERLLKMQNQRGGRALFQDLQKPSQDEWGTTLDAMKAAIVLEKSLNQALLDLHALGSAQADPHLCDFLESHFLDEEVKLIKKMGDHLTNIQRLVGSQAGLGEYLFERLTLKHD
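In PBS, apoferritin at 10 uM is loaded with 1-AMA from a 50% saturated solution. After 10 min of compound exposure at ambient temperature, reduced 535 nm fluorescence indicates probe displacement.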
RXFP1 antagonist – RXFP1 (human) relaxin receptor antagonism | HEK293-RXFP1, relaxin-stimulated cAMP HTRF, 30 min; hits give low values | activity change, negative = inhibition, % at 57.5 µM | 350,000 tested, 0.59% active | AID 1259400;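 active = activity change of -60% or lower, but not beyond a set lower limit; inconclusive = change between -60% and -40%, or beyond the set limit; inactive = change above -40%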; also: % is scaled to controls: 0 for no effect and ±100 for the full control effect
Target sequence (Q9HBX9 whole entry, looked up): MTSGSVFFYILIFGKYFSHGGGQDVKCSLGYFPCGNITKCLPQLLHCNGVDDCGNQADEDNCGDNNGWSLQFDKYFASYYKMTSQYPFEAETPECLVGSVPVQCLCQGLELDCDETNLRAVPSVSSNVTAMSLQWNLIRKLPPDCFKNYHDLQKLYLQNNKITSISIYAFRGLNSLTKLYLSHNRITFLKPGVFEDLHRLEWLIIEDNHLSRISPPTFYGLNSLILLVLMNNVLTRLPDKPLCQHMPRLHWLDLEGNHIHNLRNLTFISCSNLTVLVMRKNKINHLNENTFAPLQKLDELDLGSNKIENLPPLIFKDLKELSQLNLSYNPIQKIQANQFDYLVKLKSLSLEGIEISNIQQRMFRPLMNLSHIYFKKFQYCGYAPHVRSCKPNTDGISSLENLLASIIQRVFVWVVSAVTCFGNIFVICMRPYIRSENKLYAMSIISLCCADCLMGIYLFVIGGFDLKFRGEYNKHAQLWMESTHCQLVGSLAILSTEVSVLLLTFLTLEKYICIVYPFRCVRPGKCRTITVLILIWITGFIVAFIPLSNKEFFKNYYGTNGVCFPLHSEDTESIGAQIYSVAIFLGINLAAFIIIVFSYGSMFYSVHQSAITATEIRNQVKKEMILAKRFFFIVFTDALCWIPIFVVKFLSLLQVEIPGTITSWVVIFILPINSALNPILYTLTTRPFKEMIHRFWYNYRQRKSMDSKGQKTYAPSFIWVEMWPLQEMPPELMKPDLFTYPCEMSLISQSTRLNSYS
D2 potentiator – positive allosteric modulators of human D2 dopamine receptor. 340,000 tested, 0.34% active. P14416. HEK293 T-REx D2, calcium flux, EC20 dopamine potentiation. potentiation, % at 10 µM;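 active = potentiation over 3 SD above the plate norm, cut at about 30% in these data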; also: 0% is about no effect
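Calcium flux readout, no-wash dye, 1 read/s. Inducible HEK293 Trex D2 line, overnight 30 C. Compound alone 180 s (agonist flags), then EC20 dopamine, another 180 s to score potentiation.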
RXFP1 agonist – agonists of human relaxin receptor RXFP1; Q9HBX9; HEK293T-RXFP1 cAMP TR-FRET, 30 min; response scale: percent of porcine relaxin response, buffer zero; Potency, µM (series often up to 57.5 µM), for the others: at the top dose activation, usual class: activators; 370,000 tested, 0.3% active; AID 2676; also: potency is read from the fitted curve at half-maximal effect; % is scaled to controls: 0 for no effect and ±100 for the full control effect; nearly all actives have a fitted effect of over 60% in size; many of its hits are not listed in these tables
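HEK293 cells stably expressing RXFP1, treated 30 min at 37C with compounds plus PDE4 inhibitor Ro 20174; cAMP measured by HTRF TR-FRET. Normalized to buffer and 29 nM porcine relaxin; EC50 by Hill fit.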
D1 antagonist – antagonists of human D1 dopamine receptor. 360,000 tested, 3.2% active. activity change, negative = inhibition, % at 10 µM. AID 504652. P21728. HEK293 TREx D1 cells, calcium flux, dopamine EC80; hits give low values; in the data active = activity change below about -30%; also: % is scaled to controls: 0 for no effect and ±100 for the full control effect
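Allosteric or orthosteric antagonism assessed as attenuation of the calcium response to EC80 dopamine, added 180 s after compound, in induced HEK293 Trex D1 cells loaded with no-wash calcium dye.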
D1 ag – agonists of human D1 dopamine receptor; 360,000 tested, 1% active; P21728; AID 504660; activation, % at 2 µM; HEK293 T-REx D1 cells, calcium flux, agonist mode; in the data active = activation above about 30%; also: 0% is about no effect
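Agonism was scored from calcium flux recorded over 180 s (1 read/s) after pintool compound addition, following a 10-cycle baseline. Cells were inducible force-coupled HEK293 TREx D1, plated overnight at 30 C and loaded with no-wash calcium dye.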
TRHR enhancer – allosteric enhancers of human TRH receptor; P34981; TRHR cells, fluo-8 calcium fluorescence, EC20 TRH enhancement; enhancement, % at 2 µM; 360,000 tested, 0.66% active; in the data active = enhancement above about 30%; also: 0% is about no effect
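Enhancer read-out: after compound pinning and an initial kinetic agonist-mode read, an EC20 of TRH (10 nM final) was injected and fluo-8 calcium signal (Ex 480/Em 530) followed at 1 s/cycle for 100 cycles in TRHR-expressing cells.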
D1 PAM – human D1 dopamine receptor positive modulation; 360,000 tested, 0.036% active; potentiation, % at 10 µM; HEK293 TREx D1 cells, calcium flux, dopamine EC20 potentiation; P21728; in the data active = potentiation above about 30%; also: 0% is about no effect
* hit, by the source's call; [ ] = remark or other dose. Unless noted, calls follow the shape of the dose curve; as a rule, active = well fitted curve in the direction sought with a large enough effect; inconclusive = small, poorly fitted or top-dose-only effect, or another doubt; inactive = no such curve, though single readings can be large; an effect the other way counts as inactive or inconclusive. Not all compounds are listed. The share of hits here may be higher or lower than overall.

How did O=C(Nc1nc(-c2ccccc2)cs1)c1ccc(S(=O)(=O)N2CCc3ccccc32)cc1 do in these assays?
TRHR agonist: -0.5; Anesthetic bind: -3.3%; D2 potentiator: 9.7; RXFP1 agonist: 3.8%; D1 antagonist: 11.2; D1 ag: -2.7; TRHR enhancer: 4.1; D1 PAM: -1.4

What do the screens show for `Cc1nc(-c2cccc(S(=O)(=O)N3CC(C)CC(C)C3)c2)cs1` (stereo not drawn)?
TRHR agonist: -0.3; Anesthetic bind: -8.5%; RXFP1 antagonist: -6.4; D2 potentiator: 2.7; RXFP1 agonist: -0.3%; D1 antagonist: 24.9; D1 ag: 6.0; TRHR enhancer: -10.3; D1 PAM: 1.3

What do the screens show for `Cc1ccc(C2=NN(CC(=O)NCCc3ccccc3)C(=O)CC2)cc1`?
TRHR agonist: -1.0; Anesthetic bind: 2.51µM*; RXFP1 antagonist: -21.9; D2 potentiator: -15.0; RXFP1 agonist: -0.1%; D1 antagonist: 2.0; D1 ag: -2.6; TRHR enhancer: 0.7; D1 PAM: 0.1

How did N#C/C(=C(/O)COC(=O)CCc1ccc(S(=O)(=O)N2CCOCC2)cc1)c1nc2ccccc2[nH]1 do in these assays?
TRHR agonist: -0.6; Anesthetic bind: -16.0%; RXFP1 antagonist: 4.0; D2 potentiator: 3.0; RXFP1 agonist: 1.6%; D1 antagonist: 19.8; D1 ag: 2.7; TRHR enhancer: 28.3; D1 PAM: -3.5

Results for CC(OC(=O)COc1cccc2c1OC(C)(C)C2)C(=O)Nc1ccc(S(N)(=O)=O)cc1 (stereo not drawn) ?
TRHR agonist: 0.1; RXFP1 antagonist: -6.6; D2 potentiator: -5.2; RXFP1 agonist: 0.9%; D1 antagonist: 3.5; D1 ag: 3.9; TRHR enhancer: 3.4; D1 PAM: -0.5

Results for Cc1ccc(S(=O)(=O)C2(C(=O)NCCc3ccccc3)CC2)cc1 ?
TRHR agonist: 1.0; Anesthetic bind: -2.5%; RXFP1 antagonist: -2.4; D2 potentiator: -9.6; RXFP1 agonist: 6.3%; D1 antagonist: -4.8; D1 ag: 4.3; TRHR enhancer: -8.1; D1 PAM: -8.4

What do the screens show for `CCOc1ccc(NC(=O)COC(=O)Cc2ccc(S(=O)(=O)N3CCOCC3)s2)cc1`?
TRHR agonist: -0.8; Anesthetic bind: inconclusive; RXFP1 antagonist: -21.1; D2 potentiator: 7.3; RXFP1 agonist: 6.5%; D1 antagonist: -0.3; D1 ag: 2.9; TRHR enhancer: -4.5; D1 PAM: -5.0

How did COc1ccc(C(=O)C(OC(=O)c2ccccc2)c2ccccc2)cc1 (stereo not drawn) do in these assays?
TRHR agonist: -0.3; Anesthetic bind: inconclusive; RXFP1 antagonist: -8.8; D2 potentiator: 7.0; RXFP1 agonist: 1.2%; D1 antagonist: -8.9; D1 ag: 1.1; TRHR enhancer: 3.4; D1 PAM: -2.7

Results for COc1cc2[nH]c(=O)n(CCCC(=O)NCc3ccccc3)c(=O)c2cc1OC ?
TRHR agonist: -0.2; Anesthetic bind: 4.3%; RXFP1 agonist: 0.0%; D1 antagonist: -3.5; D1 ag: 3.0; TRHR enhancer: 6.4; D1 PAM: 1.4

Results for COc1ccc(C2CC(c3ccc(F)cc3)n3nc(NC(=O)c4ccco4)nc3N2)cc1 (stereo not drawn) ?
TRHR agonist: 0.2; Anesthetic bind: -18.1%; RXFP1 antagonist: 4.8; D2 potentiator: -1.2; RXFP1 agonist: 2.3%; D1 antagonist: -10.0; D1 ag: 0.3; TRHR enhancer: -7.8; D1 PAM: 0.1

Results for O=C(/C=C/c1ccccc1[N+](=O)[O-])N1CCN(c2ccc(F)cc2)CC1 ?
TRHR agonist: -0.1; Anesthetic bind: -16.4%; RXFP1 antagonist: -1.6; D2 potentiator: -15.4; RXFP1 agonist: 2.9%; D1 antagonist: 2.0; D1 ag: 2.0; TRHR enhancer: -1.4; D1 PAM: -7.8

What do the screens show for `Cc1nn(CCC#N)c(N)c1C1(O)C(=O)Nc2c(Cl)cc(Cl)cc21` (stereo not drawn)?
TRHR agonist: -0.8; Anesthetic bind: -4.9%; RXFP1 antagonist: 0.0; D2 potentiator: -0.5; RXFP1 agonist: 3.5%; D1 antagonist: -23.5; D1 ag: 1.7; TRHR enhancer: 6.4; D1 PAM: 0.9

What do the screens show for `COc1cc(CNCc2cccc(OC)c2OC)cc(OC)c1`?
TRHR agonist: -0.1; Anesthetic bind: -11.3%; RXFP1 antagonist: 7.2; D2 potentiator: -6.4; RXFP1 agonist: -1.3%; D1 antagonist: -21.3; D1 ag: 19.7; TRHR enhancer: 1.5; D1 PAM: 23.2

Results for Cc1ccc(C(=O)COC(=O)CCN2C(=O)C3C4CCC(C4)C3C2=O)cc1[N+](=O)[O-] (stereo not drawn) ?
TRHR agonist: -0.3; Anesthetic bind: inconclusive; RXFP1 antagonist: 3.9; D2 potentiator: -0.8; RXFP1 agonist: 1.7%; D1 antagonist: -41.6*; D1 ag: 20.9; TRHR enhancer: 0.3; D1 PAM: -5.0

How did CCOc1ccc(/C=N/NC(=O)c2cc3c(OC)cc(OC)c(OC)c3[nH]2)cc1 do in these assays?
TRHR agonist: 0.1; Anesthetic bind: -7.2%; RXFP1 antagonist: 4.4; D2 potentiator: -19.7; RXFP1 agonist: -1.6%; D1 antagonist: 6.5; D1 ag: 1.6; TRHR enhancer: 0.9; D1 PAM: -5.0

How did Cc1ccc(N2C(=O)c3ccc(C(=O)NCCN4CCOCC4)cc3C2=O)cc1 do in these assays?
TRHR agonist: 0.8; Anesthetic bind: -10.7%; RXFP1 antagonist: 4.1; D2 potentiator: 9.5; RXFP1 agonist: -0.8%; D1 antagonist: 2.9; D1 ag: 1.1; TRHR enhancer: 7.4; D1 PAM: -5.8

What do the screens show for `COCCCNC(=O)/C=C/c1cccc(Cl)c1`?
TRHR agonist: -0.3; Anesthetic bind: -8.3%; RXFP1 antagonist: -3.7; D2 potentiator: -3.5; RXFP1 agonist: -1.2%; D1 antagonist: 2.3; D1 ag: -0.4; TRHR enhancer: 2.4; D1 PAM: 0.8

Results for CCOC(=O)c1nc2nc(C)c(Cl)c(=O)n2[nH]1 ?
TRHR agonist: 0.7; Anesthetic bind: -13.1%; RXFP1 antagonist: 17.5; D2 potentiator: -1.6; RXFP1 agonist: -0.1%; D1 antagonist: -25.6; D1 ag: 3.7; TRHR enhancer: 0.8; D1 PAM: 3.5

How did CC(=O)Nc1ccc(NC(=O)CSc2ccc(-c3ccc(-n4ccnc4)cc3)nn2)cc1 do in these assays?
TRHR agonist: 0.1; RXFP1 antagonist: 19.7; D2 potentiator: -2.5; RXFP1 agonist: 4.2%; D1 antagonist: -9.8; D1 ag: 2.3; TRHR enhancer: 2.1; D1 PAM: -4.8

Results for Cc1cc(=O)cc(C)n1-c1ccc(Cl)c(Cl)c1 ?
TRHR agonist: 1.1; Anesthetic bind: -4.2%; RXFP1 antagonist: -7.2; D2 potentiator: 6.9; RXFP1 agonist: 0.9%; D1 antagonist: 21.9; D1 ag: -1.9; TRHR enhancer: -4.4; D1 PAM: -0.4

How did O=C(Oc1ccc2c(c1)O/C(=C\c1ccncc1)C2=O)c1ccccc1 do in these assays?
TRHR agonist: -0.2; Anesthetic bind: 93.4%[activator]; RXFP1 antagonist: -15.3; D2 potentiator: 13.8; RXFP1 agonist: -0.3%; D1 antagonist: 3.4; D1 ag: 56.2*; TRHR enhancer: 3.2; D1 PAM: -1.1

Results for COc1c2ccoc2nc2c(OC)c(OCC(OC(C)=O)C(C)(C)O)ccc12 (stereo not drawn) ?
TRHR agonist: -0.3; Anesthetic bind: -4.8%; RXFP1 antagonist: 11.0; D2 potentiator: -1.7; RXFP1 agonist: 9.0%; D1 antagonist: -8.9; D1 ag: -3.2; TRHR enhancer: -6.4; D1 PAM: -4.5

How did O=C1N(Cc2cccc(Cl)c2)C[C@@H]2C[C@@H](c3cccc4ncccc34)N3CCC[C@@]123 do in these assays?
TRHR agonist: -0.7; Anesthetic bind: inconclusive; RXFP1 antagonist: -4.7; D2 potentiator: 18.9; RXFP1 agonist: 1.0%; D1 antagonist: -34.8*; D1 ag: 2.9; TRHR enhancer: 6.1; D1 PAM: -4.4

Results for Cc1nc2c(-c3ccccc3)c(C)nn2c(C)c1CCC(=O)N1CCOCC1 ?
TRHR agonist: -0.3; Anesthetic bind: -8.1%; RXFP1 antagonist: 6.5; D2 potentiator: 31.8*; RXFP1 agonist: 1.5%; D1 antagonist: 11.8; D1 ag: -1.2; TRHR enhancer: -0.9; D1 PAM: 1.0

How did CCOC(=O)CNC(=O)CSc1ncnc2c1cnn2-c1ccc(Cl)cc1 do in these assays?
TRHR agonist: 0.0; Anesthetic bind: -7.3%; RXFP1 antagonist: 7.3; D2 potentiator: 12.8; RXFP1 agonist: 4.4%; D1 antagonist: -5.8; D1 ag: 4.2; TRHR enhancer: -0.7; D1 PAM: -4.2

Results for CN(C(=O)c1cc2c(s1)-c1ccc(Cl)cc1SC2)c1cccc(C(F)(F)F)c1 ?
TRHR agonist: 0.4; Anesthetic bind: -19.7%; RXFP1 antagonist: -17.7; D2 potentiator: -1.4; RXFP1 agonist: 5.1%; D1 antagonist: 5.1; D1 ag: 7.0; TRHR enhancer: 2.6; D1 PAM: -2.1

Results for COc1ccc(NC(=O)NC(C(F)(F)F)C(F)(F)F)cc1 ?
TRHR agonist: 0.4; Anesthetic bind: 1.2%; RXFP1 antagonist: 1.5; D2 potentiator: 0.6; RXFP1 agonist: -2.4%; D1 antagonist: -19.8; D1 ag: 9.6; TRHR enhancer: -2.5; D1 PAM: -8.4

Results for COc1cccc(CNC(=O)CCn2ccc3cc(S(=O)(=O)N4CCC(C)CC4)ccc32)c1 ?
TRHR agonist: 1.0; Anesthetic bind: 44.6%[activator]; RXFP1 antagonist: 20.4; D2 potentiator: 4.2; RXFP1 agonist: 2.1%; D1 antagonist: -2.7; D1 ag: 5.7; TRHR enhancer: -1.4; D1 PAM: -3.5

Results for Cc1cccc2c(=O)n3c(nc12)CCCCC3 ?
TRHR agonist: -0.5; Anesthetic bind: -9.0%; RXFP1 antagonist: -7.7; D2 potentiator: 11.9; RXFP1 agonist: 6.2%; D1 antagonist: 25.2; D1 ag: -2.3; TRHR enhancer: -5.8; D1 PAM: -3.4

How did COc1ccccc1OCCNC(=O)c1ccc(Br)cc1 do in these assays?
TRHR agonist: -0.2; Anesthetic bind: 0.7%; RXFP1 antagonist: 1.8; D2 potentiator: -20.5; RXFP1 agonist: -1.9%; D1 antagonist: 4.2; D1 ag: -0.2; TRHR enhancer: -0.1; D1 PAM: -2.9
